High-throughput results (PubChem)
Coupling enz: qHTS Assay for Inhibitors of Fructose-1,6-bisphosphate Aldolase from Giardia Lamblia: Coupling assay counterscreen. activity change, negative = inhibition, % at 58.2 µM, hits read low. coupling enzyme system counterscreen, AmpLite Red fluorescence. 0.67% of 290,000 active; in the data active = activity change below about -30%; also: % is scaled to controls: 0 for no effect and ±100 for the full control effect
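First, compound is pin-transferred into glyceraldehyde-3-phosphate coupling-enzyme reagent at 57.5 uM final and held 10 min at RT. Next, substrate, coupling system and AmpLite Red are added. After 20 min RT, fluorescence (525/598 nm) is read.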
TRPV1 ag: HTS Assay for Compounds that Act as Agonists of the Vanilloid Receptor 1; AID 540275, 2011; Transient receptor potential cation channel subfamily V member 1 (Homo sapiens), Q8NER1; 0.19% of 320,000 active; activation, % at 8.33 µM; TRPV1-expressing cells, Fluo-8 calcium influx, agonist mode; in the data active = activation above about 80%; inconclusive = between about 30% and that limit; also: 0% is about no effect
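Fluo-8 calcium influx in TRPV1-expressing cells, kinetic read (ex 480/em 520 nm). Compound added and read 3 min for agonist activity, followed by capsaicin at EC20 final and 2 min further read for enhancement.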
hERG WT inh: qHTS for Inhibitors of KCHN2 3.1: Wildtype qHTS. U2OS, BacMam KCNH2, thallium flux FluxOr; hits give low values. activity change, % at 1.84 µM. 0.37% of 340,000 active;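 active = maximum activity change below -70%; inconclusive = maximum activity change between -70% and -50%; inactive = maximum activity change above -50%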; also: % is scaled to controls: 0 for no effect and ±100 for the full control effect
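U2OS cells transduced with wild-type KCNH2 virus are loaded with FluxOr dye for 45 min, and thallium flux is measured in kinetic reads before and after stimulation buffer. Rate constants are normalized to DMSO controls.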
a7 integrin act: qHTS for Activators of Integrin-Mediated Alleviation for Muscular Dystrophy; alpha7betagal myoblasts, beta-gal FDG fluorescence, 48 h; Potency, µM (top dose mostly 38.3 µM), for the others: at the top dose activation, most hits filed as activators; 0.064% of 350,000 active; AID 624291, 2012;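 also: potency is read from the fitted curve at half-maximal effect; 100% = response of the positive control SU9516; nearly all actives have a fitted effect of over 60% in size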
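alpha7betagal+/- myoblasts (passage 13, 250/well) treated 48 h at 37C with compounds at 1:260 dilution of DMSO stock. Lysed, then beta-galactosidase activity read as FDG fluorescence (ex 480/em 540) after 30 min, with pre-read for autofluorescence.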
KCNH2 3.1 block: qHTS for Inhibitors of KCHN2 3.1: Mutant qHTS. 0.95% of 340,000 active. activity change, % (tested at about 1.8 µM). U2OS KCNH2 3.1, thallium flux FluxOr; hits give low values. Potassium voltage-gated channel subfamily H member 2, brain isoform KCNH2 3.1 (human). AID 720553, 2013;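 active = maximum activity change below -70%; inconclusive = maximum activity change from -70% to -50%; inactive = maximum activity change above -50%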;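 also: thallium influx rate constant from kinetic fluorescence after stimulation buffer; % is scaled to controls: 0 for no effect and ±100 for the full control effect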
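U2OS cells transduced with KCNH2 3.1 mutant virus (1.77 x 10^8 /mL, 4 h), plated overnight at 37 C, loaded 45 min with FluxOr dye plus Red40 quencher. Thallium flux rate constant from kinetic reads after stimulation buffer, normalised to controls.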
CXXC DNA block: qHTS Fluorescence Polarization Assay for Inhibitors of MLL CXXC domain - DNA interaction | Histone-lysine N-methyltransferase 2A (Homo sapiens), Q03164 | MLL-CXXC / FITC-HOXA9 DNA fluorescence polarization | Potency, µM (highest dose often 115 µM), for inactives: at the top dose activity change, negative = inhibition, hits mostly inhibitors | 0.037% of 290,000 active | AID 2662, 2010; active = well fitted inhibition curve with a large enough effect in the polarisation, with a control signal flat, not every such curve was filed as active; inconclusive = small, poorly fitted or top-dose-only effect, or effect the other way, or a change in a side signal; inactive = no such curve, though single readings can be large or run the other way; the % refers to the polarisation; also: potency is read from the fitted curve at half-maximal effect
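Steps: dispense CXXC domain solution (7 uM) → pin compounds or unlabeled HOX-A9 DNA control → 5 min ambient → add FLSN-HOX-A9 solution (50 nM) → spin → 30 min ambient → fluorescence polarization. Tris pH 7.5/NaCl/DTT/BSA buffer.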
MBNL1 CUG block: qHTS Assay for Inhibitors of MBNL1-poly(CUG) RNA binding; Potency, µM (titrated, usually from 57.5 µM), for the others: top-dose activity change, negative = inhibition, actives largely listed as inhibitors; TR-FRET MBNL1-His/biotin-(CUG)12 binding, 665/545 ratio; 0.036% of 280,000 active; Muscleblind-like protein 1 (Homo sapiens), Q9NR56; active = well fitted inhibition curve with a large enough effect in the signal ratio, with a control signal flat, not every such curve was filed as active; inconclusive = small, poorly fitted or top-dose-only effect, or effect the other way, or a change in a side signal; inactive = no such curve, though single readings can be large or run the other way; the % refers to the signal ratio; also: potency is read from the fitted curve at half-maximal effect; % is scaled to controls: 0 for no effect and ±100 for the full control effect
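TR-FRET between His-tagged MBNL1 and biotin-(CUG)12 RNA, detected with Tb anti-His antibody (0.055 ng/ul) and streptavidin-XL665 (5 nM), 60 min at room temperature. Compounds titrated 92 nM to 58 uM; 665/545 nm ratio normalized to buffer and complex controls.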
A-T KAP1 phos: qHTS Assay for Identifying a Potential Treatment of Ataxia-Telangiectasia; […] A-T fibroblasts, KAP-1 phosphorylation AlphaLISA; neocarzinostatin DNA damage 30 min before lysis; Potency, µM (titrated, usually from 57.5 µM), for inactives: at the top dose activation, usual class: activators; 0.19% of 320,000 active; also: potency is read from the fitted curve at half-maximal effect; % of control where 0% means no effect; nearly all actives have a fitted effect of over 45% in size
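hTERT-immortalized A-T patient fibroblasts ([…]), 500 cells/well in OPTI-MEM, 1% FBS, got compounds for 60 min, then NCS for 30 min at 37C. Lysates were then assayed for phospho-KAP-1 by AlphaLISA (anti-pKAP1 donor, anti-KAP1 acceptor beads), 6 hr at 25C.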
S-ASM inh: Inhibitors of Secretory Acid Sphingomyelinase (S-ASM): qHTS; Sphingomyelin phosphodiesterase (Homo sapiens), P17405; placental ASM, HMU-PC fluorogenic substrate, 60 min; Potency, µM (top dose mostly 57.5 µM), inactives show top-dose activity change, negative = inhibition, most hits filed as inhibitors; 0.006% of 340,000 active; also: potency is read from the fitted curve at half-maximal effect
Target sequence (P17405 47-631 limits assumed): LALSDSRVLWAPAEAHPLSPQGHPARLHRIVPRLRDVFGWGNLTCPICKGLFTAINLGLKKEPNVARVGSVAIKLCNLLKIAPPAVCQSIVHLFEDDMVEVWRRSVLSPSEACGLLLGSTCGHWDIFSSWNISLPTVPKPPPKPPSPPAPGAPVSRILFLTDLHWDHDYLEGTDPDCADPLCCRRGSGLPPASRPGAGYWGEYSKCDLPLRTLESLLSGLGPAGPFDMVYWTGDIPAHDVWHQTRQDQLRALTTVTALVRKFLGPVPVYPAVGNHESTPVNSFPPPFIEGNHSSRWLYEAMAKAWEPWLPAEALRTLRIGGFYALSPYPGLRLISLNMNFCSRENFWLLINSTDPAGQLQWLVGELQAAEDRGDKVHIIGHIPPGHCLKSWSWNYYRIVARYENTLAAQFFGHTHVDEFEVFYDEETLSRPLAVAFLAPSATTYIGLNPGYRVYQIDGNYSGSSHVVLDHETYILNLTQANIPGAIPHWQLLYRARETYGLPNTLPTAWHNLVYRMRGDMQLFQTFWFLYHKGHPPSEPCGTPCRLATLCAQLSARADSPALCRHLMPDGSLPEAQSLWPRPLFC
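Steps: dispense placental human ASM, pin compound, wait 10 min at room temperature, add HMU-PC0 substrate at 9 uM final, incubate 60 min at 37 °C, add stop solution raising pH to 10, read fluorescence.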
GALK inhibitor: qHTS Assay for Inhibitors of Human Galactokinase (GALK) | 0.007% of 270,000 active | AID 1868, 2009 | P51570 | Potency, µM (doses to about 57.5 µM), inactives show top-dose activity change, negative = inhibition, most hits filed as inhibitors | Purified GALK, Kinase-Glo residual ATP luminescence; also: potency is read from the fitted curve at half-maximal effect; % is scaled to controls: 0 for no effect and ±100 for the full control effect
Target sequence (P51570 whole entry, looked up): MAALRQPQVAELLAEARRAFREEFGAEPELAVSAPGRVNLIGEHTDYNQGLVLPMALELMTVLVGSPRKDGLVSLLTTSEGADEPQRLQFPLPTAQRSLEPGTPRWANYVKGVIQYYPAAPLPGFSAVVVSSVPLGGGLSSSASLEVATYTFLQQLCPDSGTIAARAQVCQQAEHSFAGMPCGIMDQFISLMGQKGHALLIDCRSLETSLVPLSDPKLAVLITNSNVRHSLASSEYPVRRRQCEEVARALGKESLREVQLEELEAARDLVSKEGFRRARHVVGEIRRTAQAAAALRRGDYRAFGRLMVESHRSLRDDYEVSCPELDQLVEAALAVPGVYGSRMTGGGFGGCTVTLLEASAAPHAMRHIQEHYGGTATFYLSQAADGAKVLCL
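Luminescence from leftover ATP (Ultra-Glo luciferase/luciferin) served as read-out after a 1 h room-temperature reaction of 5 nM GALK with 35 uM ATP and 100 uM galactose.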
* marks the source's active call; other numbers are inactive results; ? = inconclusive; nt = not tested or not shown; [ ] = remark or other dose. Unless noted, calls follow the shape of the dose curve; as a rule, active = well fitted curve in the direction sought with a large enough effect; inconclusive = small, poorly fitted or top-dose-only effect, or another doubt; inactive = no such curve, though single readings can be large; an effect the other way counts as inactive or inconclusive.

Every second line gives: Coupling enz | MBNL1 CUG block | a7 integrin act | S-ASM inh | hERG WT inh | A-T KAP1 phos | GALK inhibitor | CXXC DNA block | KCNH2 3.1 block | TRPV1 ag
O=C(COc1ccc2ccc(=O)oc2c1)Nc1c(Cl)cccc1C(F)(F)F
    nt | 6% | 0% | 29% | -3 | 6% | -2% | -5% | 5 | 1
Cc1nc2ccccc2c(=O)n1/N=C/c1ccccc1OC(F)F
    -1 | 6% | ? | -5% | -2 | -3% | nt | 0% | -3 | 15
CC(C)Cn1cnc2c(SCCc3ccccc3)nc(N)nc21
    nt | nt | 7% | -2% | -1 | nt | nt | nt | 2 | nt
Cc1ccc(CNC(=O)c2cc(-c3ccccc3)nn2Cc2cc(C)no2)cc1
    nt | nt | -3% | -8% | 13 | 14% | nt | nt | 16 | 22
CC(=O)c1c(C)[nH]c(C(=O)CN(C)CC(=O)Nc2ccccc2Cl)c1C
    nt | nt | -22% | 20% | 10 | 4% | nt | nt | -11 | nt
CN(C)CCNC(=O)C(=O)NCC1OCCN1S(=O)(=O)c1ccc2c(c1)OCCO2 (stereo not given)
    1 | 1% | 11% | 1% | 7 | 14% | -1% | 1% | 14 | -7
COc1ccc(-c2ccc(C)cc2)cc1[C@H]1[C@@H]2C=CCC[C@@]2(C)C(=O)N1Cc1ccccc1
    0 | -13% | -27% | -12% | 6 | 32% | 0% | -2% | 5 | ?
Cc1sc2c(=O)n3c(nc2c1C(=O)NCCCN1CCOCC1)CCCCC3
    6 | -2% | -14% | 4% | 17 | 5% | 2% | -1% | -23 | nt
N#C/C(=C\c1ccc(-c2cccc([N+](=O)[O-])c2)o1)C(=O)Nc1nc(-c2cccs2)cs1
    0 | -6% | 7% | -12% | 3 | -4% | -1% | -3% | -1 | 0
COc1ccc(N(CC(O)Cn2c(C)nc3ccccc32)S(=O)(=O)c2ccc(C)cc2)cc1 (stereo not given)
    2 | 10% | -2% | -1% | ? | 2% | nt | 16% | -102* | -7
CCOC(=O)N1CCN(C(=O)C2CC(c3ccccc3OC)=NO2)CC1 (stereo not given)
    3 | 1% | -9% | 5% | -12 | nt | 2% | -5% | -4 | -5
CC(C)(C)NCc1cc(Br)ccc1OCc1cccs1
    2 | -10% | -25% | -1% | 11 | -1% | 1% | 0% | -10 | -4
CC(C)(C)NC(=O)COc1coc(CN2CCN(C(=O)c3ccco3)CC2)cc1=O
    nt | nt | -17% | -1% | -8 | 4% | nt | nt | 7 | -2
COc1cc(S(=O)(=O)N2CCN=C2c2ccccc2)ccc1Cl
    nt | -12% | -40% | 1% | -4 | 10% | 6% | -3% | 2 | -2
COc1ccccc1-c1noc(CCC(=O)Nc2cc(C(F)(F)F)ccc2Cl)n1
    -1 | 1% | -15% | -9% | -2 | 2% | -3% | 0% | -22 | 0
CC(=O)NC(Cc1ccc(F)cc1)C(=O)NC1CCN(C(=O)Nc2ccccc2C)CC1 (stereo not given)
    2 | -5% | 14% | 5% | 3 | 6% | 7% | -12% | 6 | 2
Cc1cc(Cl)ccc1OCC(=O)OCC(=O)N(CC(C)C)c1c(N)n(Cc2ccccc2)c(=O)[nH]c1=O
    nt | nt | -2% | 0% | -5 | 11% | nt | nt | 19 | 1
N#Cc1c(-c2ccccc2)nc2n(c1=O)CCS2
    0 | 20% | 5% | 3% | 6 | -1% | 0% | 6% | 0 | -1
COc1cc(/C=C/c2noc(-c3ccccc3O)n2)ccc1OC(C)=O
    3 | -2% | 15% | -11% | -7 | 33% | 13% | 0% | 0 | 1
CCN1CCN(c2cc(C)c3cc(NC(=S)N4CCCC4)ccc3n2)CC1
    1 | -2% | -10% | 54%[activator] | 11 | -4% | 14% | 4% | 8 | -2
CCO[C@@H]1OC(C(=O)NC2CC2)=C[C@H](c2c[nH]c3ccccc23)[C@H]1CCCO
    6 | 0% | 15% | 4% | nt | 29% | 0% | -3% | nt | -11
NS(=O)(=O)c1cccc(NC(=O)CSc2nc3ccccc3c(=O)n2CC2CCCO2)c1 (stereo not given)
    nt | nt | -28% | -4% | -1 | 2% | nt | nt | 13 | 23
CN(Cc1ccccc1)C(=O)c1cccc(NC(=O)Cc2ccc(NC(=O)C3CCCN(C(=O)C4CC4)C3)cc2)c1 (stereo not given)
    nt | nt | 0% | 5% | 2 | nt | nt | nt | 4 | nt
COc1ccccc1N1C(=O)C2CCC(c3ccccc3)CC2C1=O (stereo not given)
    0 | 27% | 8% | 1% | -4 | 8% | nt | 2% | 0 | -3
Cc1nc2nc(C)c(CCC(=O)N3CCN(c4ccccn4)CC3)c(C)n2n1
    0 | 0% | 8% | 1% | 11 | 4% | -1% | -1% | 1 | 0
O=C(c1cc2nc(-c3ccc(F)cc3)cc(C(F)(F)F)n2n1)N1CCCC1
    1 | 0% | nt | nt | nt | 2% | 1% | 1% | nt | -2
O=C(CSc1nnc(-c2cccs2)n1-c1ccccc1)N1CCN(C(=O)c2ccco2)CC1
    2 | -6% | nt | nt | nt | 4% | -1% | -5% | nt | 7
COc1cc(NC(=O)Nc2cccc([N+](=O)[O-])c2)cc(OC)c1
    -2 | ? | -17% | -4% | -19 | 1% | -2% | -6% | -10 | ?
Cc1c(C)n2c(SCC(=O)NCc3ccc4c(c3)OCO4)nnc2[nH]c1=O
    nt | nt | 24% | -5% | -10 | 0% | nt | nt | -11 | -2
O=S(=O)(c1cccc(C(F)(F)F)c1)N1CCN(c2ccccc2)CC1
    2 | -1% | 18% | -3% | -17 | -1% | 2% | -3% | -11 | 4
Cc1ccc(C)n1-c1ccc(C(=O)Nc2ccccc2)cc1
    0 | 17% | 34% | 5% | nt | -5% | 0% | 3% | 13 | -2
Cn1cc(S(=O)(=O)N2CCCC2)cc1C(=O)Nc1cccc(C(F)(F)F)c1
    nt | 14% | 14% | -4% | -15 | 20% | 5% | -2% | 4 | -2
Cc1onc(-c2ccccc2)c1C(=O)OCc1nnc(-c2ccc([N+](=O)[O-])cc2)o1
    nt | nt | -19% | -2% | -3 | -5% | nt | nt | -30 | -2
COc1ccccc1CCC(=O)Nc1cccc(S(=O)(=O)N2CCCCCC2)c1
    nt | nt | -33% | 1% | -5 | 2% | nt | nt | 4 | -1
CC(C)(O)CCc1c(-c2ccc(O)cc2O)oc2c3c(cc(O)c2c1=O)OC(C)(C)C=C3
    nt | nt | -19% | -19% | -6 | nt | nt | nt | 1 | nt
COc1ccc(N2CC(C(=O)Nc3ccc(S(=O)(=O)Nc4nccs4)cc3)CC2=O)cc1 (stereo not given)
    2 | -13% | 18% | -2% | -1 | 7% | 2% | -1% | 10 | 4
CCC(=O)N1CCN(c2ccc(NC(=O)c3ccco3)cc2Cl)CC1
    -1 | -4% | -1% | -1% | -4 | 9% | 0% | 0% | nt | 7
NS(=O)(=O)c1ccc(NC(=O)CN2C(=O)c3ccccc3C2=O)cc1
    4 | 4% | -13% | 4% | -8 | -2% | 0% | 43%[activator] | 19 | -2
N#Cc1nc(-c2ccco2)oc1N1CCCC1
    3 | 14% | -17% | 3% | 6 | -8% | -3% | -3% | -17 | 3
C/C(Cl)=C\Cn1c(NCCc2ccccc2)nc2c1c(=O)n(C)c(=O)n2C
    5 | 0% | -46%[inhibitor] | -9% | 12 | 4% | 0% | -5% | -4 | 15
CCn1cc([N+](=O)[O-])c(C(=O)Nc2ccn(Cc3ccccc3F)n2)n1
    0 | ? | 9% | 6% | 19 | 1% | -3% | 18% | 12 | 0
Cc1[nH][nH]c(=O)c1C(c1ccc(-c2cccc(Cl)c2)o1)c1c(C)[nH][nH]c1=O
    -48* | 10% | 0% | 1% | -10 | 10% | ? | ? | -13 | -2
S=C(Nc1ccccc1)N1CCOCCOCCN(C(=S)Nc2ccccc2)CCOCCOCC1
    1 | nt | -3% | -1% | 9 | 0% | -3% | -11% | -15 | nt
c1ccc2c3c([nH]c2c1)C(C1CCCCC1)N(Cc1ncc[nH]1)CC3 (stereo not given)
    1 | 4% | -3% | 9% | 42 | 2% | 1% | 10% | nt | -1
O=C(CCCc1nc2ccccc2s1)Nc1ccccc1
    -3 | 0% | -18% | 1% | 1 | 1% | -1% | 2% | 7 | ?
